Compound activity as filed in PubChem BioAssay.
GAA inh – qHTS Assay for Inhibitors of Human alpha-Glucosidase as a Potential Chaperone Treatment of Pompe Disease; purified human GAA, 4-MU-alpha-glucoside fluorescence; AID 1466, 2008; 0.005% of 200,000 active; Lysosomal alpha-glucosidase (Homo sapiens), P10253; Potency, µM (series often up to 76.9 µM), for inactives: at the highest dose activity change, negative = inhibition, usual class: inhibitors;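 note: plate controls were uninhibited enzyme wells for no effect and no-enzyme background for full effect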
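Read-out is 4-methylumbelliferone fluorescence (Ex 365/Em 440 nm) after NaOH/glycine stop at pH 10. Enzyme 4 nM, substrate 400 uM, pH 5.0 citrate buffer, 20 min room temperature; AC50 from Hill-equation concentration-response.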
L3MBTL1 inh – qHTS Assay for the Inhibitors of L3MBTL1. Lethal(3)malignant brain tumor-like protein 1 (Homo sapiens), Q9Y468. AlphaScreen L3MBTL1–H3K9me1 peptide binding. Potency, µM (titrated, usually from 57.1 µM), for the others: at the top dose activity, negative = inhibition, usual class: inhibitors. 0.66% of 230,000 active. AID 485360, 2010; note: nearly all actives have a fitted effect of over 60% in size
Target sequence (Q9Y468 whole entry, looked up): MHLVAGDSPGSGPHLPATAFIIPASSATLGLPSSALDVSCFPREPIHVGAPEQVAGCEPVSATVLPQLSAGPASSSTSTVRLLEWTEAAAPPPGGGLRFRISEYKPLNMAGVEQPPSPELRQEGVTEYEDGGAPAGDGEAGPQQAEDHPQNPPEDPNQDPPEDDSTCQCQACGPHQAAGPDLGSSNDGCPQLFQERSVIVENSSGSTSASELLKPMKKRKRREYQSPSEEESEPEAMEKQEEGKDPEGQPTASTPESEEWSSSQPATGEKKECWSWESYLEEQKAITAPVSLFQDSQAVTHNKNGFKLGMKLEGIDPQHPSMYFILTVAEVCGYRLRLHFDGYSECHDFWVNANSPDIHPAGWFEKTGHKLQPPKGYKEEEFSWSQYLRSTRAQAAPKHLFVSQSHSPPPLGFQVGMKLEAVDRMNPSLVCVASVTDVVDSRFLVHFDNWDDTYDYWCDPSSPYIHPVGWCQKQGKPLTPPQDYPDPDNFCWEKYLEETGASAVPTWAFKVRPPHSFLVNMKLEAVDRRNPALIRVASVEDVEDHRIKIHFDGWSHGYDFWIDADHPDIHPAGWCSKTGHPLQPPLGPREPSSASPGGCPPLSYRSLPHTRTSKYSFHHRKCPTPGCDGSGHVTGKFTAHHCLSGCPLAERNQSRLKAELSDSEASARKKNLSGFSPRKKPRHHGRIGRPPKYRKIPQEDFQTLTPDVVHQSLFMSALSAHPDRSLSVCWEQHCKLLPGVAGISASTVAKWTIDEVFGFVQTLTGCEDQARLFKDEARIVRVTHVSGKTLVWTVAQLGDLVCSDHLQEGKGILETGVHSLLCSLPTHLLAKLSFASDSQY
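Read-out is AlphaScreen signal from streptavidin donor and nickel chelate acceptor beads (10 ug/mL final each) bridging L3MBTL1 (50 nM) and biotinylated K9-monomethylated H3(1-15) peptide (75 nM), after 30 min compound exposure at room temperature.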
GAA spleen mod – qHTS Assay for Inhibitors and Activators of Human alpha-Glucosidase From Spleen Homogenate | Potency, µM (doses to about 79.9 µM), without a hit: top-dose activity change, negative = inhibition, most hits filed as inhibitors | 0.006% of 240,000 active | human spleen homogenate, 4-MU-alpha-glucoside fluorescence | Lysosomal alpha-glucosidase (Homo sapiens), P10253;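 note: 0% = enzyme with vehicle and -100% = no enzyme basal signal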
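Enzyme source: human spleen homogenate, 1 ug/well. Buffer 50 mM citric acid/K phosphate pH 5.0, 0.01% Tween-20. 4-MU-alpha-glucoside 1 mM; 37 C x 40 min; NaOH/glycine stop; fluorescence.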
RECQ1 inh – qHTS Assay for Inhibitors of RecQ-Like Dna Helicase 1 (RECQ1); 0.54% of 240,000 active; RECQ1 DNA unwinding, red fluorescence kinetic read; Potency, µM (top dose mostly 57.3 µM), without a hit: at the highest dose activity, negative = inhibition, hits mostly inhibitors; AID 2549, 2010; ATP-dependent DNA helicase Q1 (Homo sapiens), P46063;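 note: plate controls were vehicle for no effect and no enzyme for full effect; nearly all actives have a fitted effect of over 30% in size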
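50 nM RECQ1T1 preincubated 15 min with compound in Tris pH 8.0 buffer with MgCl2, DTT, Tween-20 and 2.5 ug/ml poly(dI-dC); started with 200 nM TAMRA/BHQ-2 forked duplex and 2 mM ATP. Unwinding read as fluorescence (525/598 nm), two reads 2 h apart.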
TRb SRC2 PPI – qHTS for Inhibitors of the Interaction of Thyroid Hormone Receptor and Steroid Receptor Coregulator 2; AID 1469, 2008; Potency, µM (series often up to 106 µM), inactives show top-dose activity change, negative = inhibition, actives largely listed as inhibitors; TRbeta-SRC2 peptide binding, fluorescence polarization; receptor liganded with 1 µM T3; Thyroid hormone receptor beta (Homo sapiens), P10828; 0.065% of 280,000 active;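 note: plate controls were bound peptide for no effect and peptide without receptor for full effect; nearly all actives have a fitted effect of over 50% in size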
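Compounds were added to 0.6 uM TRb ligand-binding domain and 20 nM Texas Red-labeled SRC2 peptide in Tris buffer containing 1 uM T3, incubated 5 hr at ambient temperature, then read by fluorescence polarization.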
RGS12 GoLoco inh – qHTS Assay for Inhibitors of RGS12 GoLoco Motif Activity (Red Fluorophore); Guanine nucleotide-binding protein G(i) subunit alpha-1 (Homo sapiens), P63096; Gai1:RGS12 GoLoco peptide FP, rhodamine, 10 min; Potency, µM (titrated, usually from 61.6 µM), for inactives: top-dose activity, negative = inhibition, usual class: inhibitors; 0.44% of 230,000 active; active = well fitted inhibition curve with a large enough effect, not every such curve was filed as active; inactive = no such curve, though single readings can be large or run the other way; note: nearly all actives have a fitted effect of over 30% in size; many of its hits are not listed in these tables
TR SRC2 fluor cs – Total Fluorescence Counterscreen for Inhibitors of the Interaction of Thyroid Hormone Receptor and Steroid Receptor Coregulator 2; TRb/SRC2 Texas Red total fluorescence interference; Potency, µM (top dose mostly 106 µM), inactives show at the highest dose fluorescence change, negative = quenching; 0.29% of 280,000 active; AID 1479, 2009; active = well fitted curve in either direction with a large enough effect; inconclusive = small, poorly fitted or top-dose-only effect
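Human TRb ligand-binding domain at 0.6 uM with 20 nM Texas Red SRC2 peptide in Tris buffer containing 1 uM T3 and 5% DMSO, incubated with compound 5 h at ambient temperature. Total fluorescence (555/632 nm) calculated as parallel + 2 × perpendicular.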
GAA glycogen mod – qHTS Assay for Inhibitors and Activators of Human alpha-Glucosidase Cleavage of Glycogen. recombinant GAA, glycogen substrate, Amplex Red glucose oxidase fluorescence. Potency, µM (top dose mostly 76.4 µM), for the others: at the highest dose activity change, negative = inhibition, actives largely listed as inhibitors. AID 2100, 2009. 0.38% of 300,000 active;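 note: 0% = full enzyme reaction and -100% = no-enzyme basal signal; the screen sought inhibitors and activators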
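Recombinant enzyme (4 nM final) with compounds titrated up to 77 uM and bovine liver glycogen (30 ug) in citrate pH 5.0, 0.01% Tween-20, 37 C 40 min. Released glucose detected by Amplex Red/glucose oxidase (Ex 573/Em 610); AC50 from Hill fits.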
Active calls of the source: *; i = inactive; ? = inconclusive; . = not tested or not shown; [ ] = remark or other dose. Unless noted, calls come from the whole dose curve; as a rule, active = well fitted curve in the direction sought with a large enough effect; inconclusive = small, poorly fitted or top-dose-only effect, or another doubt; inactive = no such curve, though single readings can be large; an effect the other way counts as inactive or inconclusive. Unless noted, % is set by controls: 0 for no effect and ±100 for the full control effect; potency is the fitted concentration of half-maximal effect.

molecule	GAA glycogen mod	L3MBTL1 inh	TR SRC2 fluor cs	GAA inh	RGS12 GoLoco inh	TRb SRC2 PPI	GAA spleen mod	RECQ1 inh
O=C(c1ccccc1-c1nc(-c2ccccc2Cl)no1)N1CCOCC1	-5.9%	0.0%	-0.6%	-9.5%	4.2%	-1.2%	3.2%	i
COc1cccc(/C=C/C(=O)OCC(=O)NCc2ccco2)c1OC	-1.8%	-3.5%	-0.4%	8.4%	3.1%	-1.5%	1.8%	i
O=C(CN1CCCCC1)Nc1scc2c1c(=O)oc1ccccc12	4.5%	11.0%	-3.7%	-6.2%	1.0%	1.5%	5.4%	i
CCC(Oc1ccc(C)c(C)c1)C(=O)O (stereo not drawn)	3.7%	3.2%	-2.7%	-5.7%	5.3%	-8.5%	-0.8%	-7.4%
O=C(O)c1cn(-c2ccccc2)nc1-c1cccnc1	-12.5%	.	-6.0%	0.4%	10.3%	1.3%	-17.6%	-15.7%
CCN(CC)S(=O)(=O)c1cccc(C(=O)NC(C)C(c2cccs2)N2CCCC2)c1 (stereo not drawn)	5.6%	18.6%	0.8%	-0.6%	6.1%	5.2%	-4.8%	-0.7%
Cc1ccc(Oc2cc(C)nc(-c3ccccc3O)n2)cc1	24.8%	16.0%	-1.0%	-7.2%	-13.8%	-5.5%	15.8%	0.5%
O=C(c1ccc2c3c(cccc13)CC2)C1CCCN(Cc2ccncc2)C1 (stereo not drawn)	4.3%	-2.6%	0.4%	-13.3%	7.7%	0.3%	-5.2%	-5.2%
O=S(=O)(/C=C/c1ccccc1)c1ccccc1	5.2%	.	0.5%	-6.5%	-2.6%	-23.2%	5.7%	-16.2%
COc1ccc(CN(Cc2ccc(C(=O)O)cc2)C(=S)Nc2cccc(C)c2)cc1OC	-4.7%	.	0.2%	5.4%	6.9%	-0.9%	10.4%	i

(more compounds)
molecule	GAA glycogen mod	L3MBTL1 inh	TR SRC2 fluor cs	GAA inh	RGS12 GoLoco inh	TRb SRC2 PPI	GAA spleen mod	RECQ1 inh
CCOc1ccc(NC2=CC(=O)CC(c3ccco3)C2)cc1 (stereo not drawn)	0.1%	-10.3%	-1.2%	11.1%	15.7%	-3.1%	1.8%	-9.7%
O=C(O)CCc1nn2c3ccccc3nc2n(-c2ccccc2)c1=O	1.2%	9.2%	1.8%	-11.3%	5.4%	0.4%	0.1%	-10.9%
Clc1ccccc1CN(Cc1ccco1)Cc1nnnn1C1CCCC1	-14.8%	8.2%	-0.1%	0.3%	-5.8%	22.1%	1.6%	-7.9%
Cc1ccc(NC(=O)Cn2cnc3c(=O)n(C)c(=O)n(C)c32)c(C)c1	5.4%	5.6%[11.4 µM]	-3.0%	-0.5%	11.7%	3.2%	-1.5%	0.3%
O=c1[nH]c2cc3c(cc2cc1CN(Cc1cccs1)Cc1nnnn1Cc1ccco1)OCCO3	-11.8%	?	-15.5%	5.1%	13.4%	0.5%	5.1%	?
CC1=C(C(=O)Nc2ccc(C)cc2)C(c2ccc(C)o2)C2=C(CC(C)(C)CC2=O)N1 (stereo not drawn)	3.1%	0.4%	-1.5%	-1.1%	4.4%	-11.9%	2.6%	-3.3%
COc1ccc(S(=O)(=O)N2c3cc(Cl)ccc3Oc3nc4ccccc4nc32)cc1	3.2%	-1.8%	-2.3%	-6.4%	1.1%	4.5%	-6.6%	-6.4%
CCc1ccc(CNCCNCC(C)O)cc1 (stereo not drawn)	7.3%	-6.7%	0.7%	-0.9%	1.7%	1.0%	-8.8%	-15.9%
Cc1ccc(C(=O)N(c2ccccc2)C2CC(C)N(C(=O)c3ccco3)c3ccccc32)cc1 (stereo not drawn)	-0.6%	.	0.0%	-6.6%	-1.2%	-7.5%	-13.7%	i
COc1ccccc1Nc1ccc([N+](=O)[O-])cc1N	-29.4%	-7.3%	-0.8%	-2.6%	-0.4%	-8.8%	-6.5%	?

The last 3 records of the section before come first, to join the parts.
molecule	GAA glycogen mod	L3MBTL1 inh	TR SRC2 fluor cs	GAA inh	RGS12 GoLoco inh	TRb SRC2 PPI	GAA spleen mod	RECQ1 inh
CCc1ccc(CNCCNCC(C)O)cc1 (stereo not drawn)	7.3%	-6.7%	0.7%	-0.9%	1.7%	1.0%	-8.8%	-15.9%
Cc1ccc(C(=O)N(c2ccccc2)C2CC(C)N(C(=O)c3ccco3)c3ccccc32)cc1 (stereo not drawn)	-0.6%	.	0.0%	-6.6%	-1.2%	-7.5%	-13.7%	i
COc1ccccc1Nc1ccc([N+](=O)[O-])cc1N	-29.4%	-7.3%	-0.8%	-2.6%	-0.4%	-8.8%	-6.5%	?
Cc1cccc2c1N(CCOc1ccc(C(C)(C)C)cc1)C(=O)C2=O	13.2%	?	-0.8%	-3.2%	1.1%	-12.9%	-4.9%	-10.5%
CCN(CC)CCNC(=O)Cc1c(C(=O)O)n(CC)c2ccccc12	1.6%	-1.1%	-2.9%	10.1%	-4.7%	4.2%	-11.2%	-2.2%
O=C(CNC(=O)c1ccc(N2C(=O)c3ccccc3C2=O)cc1)OCC(=O)c1ccc(Cl)cc1	1.8%	2.0%	-5.7%	1.3%	-8.6%	-2.9%	5.1%	-1.6%
O=C(O)C1C2C=CC(C2)C1C(=O)NCCCn1ccnc1 (stereo not drawn)	10.4%	0.8%	-6.3%	8.2%	2.7%	5.2%	-4.9%	-6.3%
COc1ccc(-c2cc(C(F)(F)F)nc(NCc3cccnc3)n2)cc1	-11.2%	1.4%	-1.5%	3.7%	-6.8%	-0.1%	-1.6%	-10.5%
COc1ccccc1N1CCN(/N=C/C=C\c2ccccc2[N+](=O)[O-])CC1	-20.4%	?	-1.2%	?	-4.5%	-1.4%	.	-11.6%
CC(N=C1NC(C)(C)Cc2ccccc21)C(=O)O (stereo not drawn)	-2.5%	13.8%	0.0%	.	2.8%	3.1%	3.3%	i
CCOC(=O)CCCn1ncn2c(cc3occc32)c1=O	7.4%	.	-2.6%	-3.4%	-2.1%	13.8%	-4.5%	-8.9%
COCCNC(=S)Nc1ccc2nc(N3CCCC3)cc(C)c2c1	-4.2%	-5.7%	-2.6%	6.1%	9.1%	-6.0%	11.6%	-3.0%
CCCCNCc1ccc(OCc2ccc(Cl)nc2)c(OC)c1	-3.0%	4.6%	0.4%	.	-1.6%	1.6%	5.7%	-3.5%

Other compounds.
molecule	GAA glycogen mod	L3MBTL1 inh	TR SRC2 fluor cs	GAA inh	RGS12 GoLoco inh	TRb SRC2 PPI	GAA spleen mod	RECQ1 inh
O=C(Nc1ccccc1)N1N=C(c2ccc(F)cc2)CC1c1ccc(F)cc1 (stereo not drawn)	0.8%	-0.7%	-2.5%	-1.5%	5.7%	-2.0%	-10.6%	-13.5%
CCCn1c(SCC(=O)c2ccc3c(c2)NC(=O)CO3)nc2ccccc21	-2.3%	4.1%	-1.7%	4.0%	3.0%	3.8%	-1.2%	i
CCNS(=O)(=O)c1ccc(C)c(-n2cnnn2)c1C	1.7%	33.1%[activator]	1.7%	2.1%	-2.4%	-10.6%	-2.9%	-5.0%
CC(=O)Nc1ccc(/C=C2/Sc3ccccc3C2=O)cc1	22.3%	12.7%	-1.3%	-6.7%	46.4%[activator]	3.2%	8.7%	-2.0%
COc1ccc(C2(O)CC3CCC(C2)N3c2nc(C)cc(C)c2C#N)cc1 (stereo not drawn)	-16.9%	-13.6%	-1.7%	5.7%	-7.0%	-5.5%	-9.4%	-13.2%
CCN(CC)CCN1C(=O)C(O)=C(C(C)=O)C1c1ccccc1 (stereo not drawn)	-4.1%	2.2%	0.4%	-9.9%	2.6%	2.6%	1.1%	16.4%
CC(C)(C)NC(=O)c1cccnc1Sc1ccccc1	8.5%	.	-1.5%	-14.4%	4.8%	3.4%	2.4%	i
CC1=C(C(=O)N(C)C)C(c2cccs2)NC(=O)N1 (stereo not drawn)	-0.4%	-2.0%	1.7%	0.6%	-0.4%	-6.9%	-1.5%	-4.9%
COc1ccc2c(C(=O)CCl)c[nH]c2c1	3.1%	.	3.2%	.	19.8%	-4.0%	-3.4%	10.7%
Cc1[nH]nc2c1C(C(C)C)C(C#N)=C(N)O2 (stereo not drawn)	-4.7%	1.7%	1.7%	-9.7%	-1.7%	-1.6%	-0.8%	-5.5%

New compounds follow
molecule	GAA glycogen mod	L3MBTL1 inh	TR SRC2 fluor cs	GAA inh	RGS12 GoLoco inh	TRb SRC2 PPI	GAA spleen mod	RECQ1 inh
Oc1c(Cl)cc(Cl)cc1C1=NNC(c2ccc(Cl)cc2)C1 (stereo not drawn)	6.2%	.	-1.2%	8.6%	-0.2%	-5.7%	11.7%	0.0%
COc1ccc(-c2[nH]ncc2CN2CCN(Cc3cccs3)CC2)c(F)c1	-9.3%	-4.3%	-5.1%	9.3%	9.9%	5.4%	8.3%	-9.1%
O=C(NCc1nc2ccccc2[nH]1)c1ccc(S(=O)(=O)N2CCCC2)cc1	-16.9%	-0.9%	-1.1%	0.9%	-5.6%	-3.4%	-2.1%	-1.1%
CCC1CCCCN1C/C=C/c1ccccc1[N+](=O)[O-] (stereo not drawn)	8.1%	-2.1%	-7.6%	?	-7.4%	1.8%	-3.2%	-11.8%
COc1cccc(N(C(=O)c2ccn[nH]2)C2(C(=O)Nc3c(C)cccc3C)CCCCC2)c1	-9.0%	-5.5%	1.0%	-9.4%	-3.3%	-3.1%	-2.8%	i
Cn1cc(S(=O)(=O)NCC2CCCO2)c(=O)n(C)c1=O (stereo not drawn)	4.3%	.	-0.6%	.	4.7%	-4.6%	-0.6%	-2.7%

An excerpt; rates above refer to the full screens.
